# Assay outcomes (PubChem BioAssay)
# A549 viability = kills or reduces viability of A549 cells in Nrf2 counter-screen; A549 ARE-Fluc cells, CellTiter-Fluor viability, 18-24 h; Potency, µM (top dose mostly 46 µM), for inactives: top-dose activity change, negative = cytotoxicity, most hits filed as inhibitors; 390,000 tested, 0.16% active; AID 504648; further: potency means the concentration at half of the fitted maximal effect; on the % scale 0 is the no-effect control and ±100 the full control effect
#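 A549 ARE_Fluc cells in 5% FBS OPTI-MEM were exposed to compounds in concentration-response for 18-24 h at 37 deg C. Viability was read by CellTiter-Fluor fluorescence (Ex 405/Em 525) after 30 min, before the luciferase read.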
# CCT modulator = cytosolic chaperonin activity modulation; purified chaperonin ATPase assay, HTRF ADP detection, 30 min; activity change, % (concentration not given with the values), hits read low; 360,000 tested, 0.3% active; AID 651819; in the data active means activity change below about -30%; further: on the % scale 0 is the no-effect control and ±100 the full control effect
#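 First, chaperonin was dispensed at 40 nM or 20 nM final depending on batch activity. Next, compounds were pinned at 76 uM and ATP added at 10 uM. After 30 min at 37 °C, ADP detection reagents ran 30 min at ambient temperature.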
# Nrf2 ARE act = activates Nrf2 signaling; AREc32 ARE-luciferase reporter (MCF7-derived line), luminescence, 24 h; Potency, µM (highest dose often 46.1 µM), inactives show at the top dose activation, most hits filed as activators; 410,000 tested, 0.31% active; further: potency means the concentration at half of the fitted maximal effect; % of control where 0% means no effect; nearly all actives have a fitted effect of over 65% in size
#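 Steps: seed AREc32_Fluc cells (1000/well, 5% FBS OPTI-MEM); incubate overnight at 37 deg C; add 23 nL compound; incubate 24 hr; add Steady-Glo; hold 30 min RT; read luminescence.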
# Mm-Cpn inhibitor = M. maripaludis TRiC chaperonin inhibition | purified Mm-Cpn ATPase, ADP Transcreener TR-FRET | Potency, µM (titrated, usually from 76.9 µM), for the others: at the highest dose activity, negative = inhibition, hits mostly inhibitors | AID 504842 | 330,000 tested, 0.031% active; further: potency means the concentration at half of the fitted maximal effect; on the % scale 0 is the no-effect control and ±100 the full control effect; nearly all actives have a fitted effect of over 80% in size
#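 Purified archaeal chaperonin (25 nM final) was preincubated with compound for 10 min at 37°C, then ATP (10 uM final) was added for 30 min at 37°C in Tris pH 7.4/KCl/MgCl2/DTT buffer. ADP was quantified by HTRF Transcreener TR-FRET.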
# EPAC2 ag = activates human EPAC2 exchange factor. Potency, µM (top dose mostly 154 µM), inactives show top-dose activation, hits mostly activators. AID 720711. Q8WZA2. 360,000 tested, 0.079% active. EPAC2 activation, biochemical qHTS; response scale: 100% = 6.5 mM cAMP response; further: potency means the concentration at half of the fitted maximal effect; nearly all actives have a fitted effect of over 50% in size
# Target sequence (Q8WZA2 whole entry, looked up): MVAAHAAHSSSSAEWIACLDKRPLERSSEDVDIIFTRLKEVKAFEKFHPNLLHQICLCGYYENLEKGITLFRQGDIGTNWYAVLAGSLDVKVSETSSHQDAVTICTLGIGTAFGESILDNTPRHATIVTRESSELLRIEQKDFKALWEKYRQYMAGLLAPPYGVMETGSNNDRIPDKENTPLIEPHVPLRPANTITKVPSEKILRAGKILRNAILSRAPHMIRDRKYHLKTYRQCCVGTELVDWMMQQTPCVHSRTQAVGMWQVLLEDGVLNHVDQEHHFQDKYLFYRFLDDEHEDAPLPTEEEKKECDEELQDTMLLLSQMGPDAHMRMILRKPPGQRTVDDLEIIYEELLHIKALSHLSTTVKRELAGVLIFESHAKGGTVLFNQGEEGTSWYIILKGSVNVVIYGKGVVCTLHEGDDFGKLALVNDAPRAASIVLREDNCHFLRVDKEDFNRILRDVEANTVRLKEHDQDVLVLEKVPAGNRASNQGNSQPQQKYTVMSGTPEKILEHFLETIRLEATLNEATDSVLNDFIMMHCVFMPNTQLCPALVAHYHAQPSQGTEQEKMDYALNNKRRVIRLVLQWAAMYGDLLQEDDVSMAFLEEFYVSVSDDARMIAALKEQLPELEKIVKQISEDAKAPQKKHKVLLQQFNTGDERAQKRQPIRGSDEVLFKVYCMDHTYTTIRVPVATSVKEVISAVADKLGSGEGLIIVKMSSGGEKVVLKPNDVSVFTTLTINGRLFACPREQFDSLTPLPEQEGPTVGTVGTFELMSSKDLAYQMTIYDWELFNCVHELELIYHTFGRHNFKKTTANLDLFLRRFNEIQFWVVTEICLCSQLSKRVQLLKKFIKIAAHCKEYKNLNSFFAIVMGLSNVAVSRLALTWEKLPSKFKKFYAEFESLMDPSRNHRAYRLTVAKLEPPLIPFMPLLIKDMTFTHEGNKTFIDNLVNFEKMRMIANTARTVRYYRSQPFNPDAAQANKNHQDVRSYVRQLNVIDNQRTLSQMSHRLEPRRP
#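 Readout is BODIPY fluorescence (480 nm excitation, 540 nm emission), which falls as labeled GDP is exchanged off Rap1B. EPAC2 at 100 nM acted on 250 nM RAP1B-BODIPY-GDP with 50 uM GDP present.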
# Nrf2 inh = blocks Nrf2 signaling. A549 ARE-Fluc reporter, luciferase luminescence, 18-24 h. Potency, µM (top dose mostly 46 µM), inactives show at the highest dose activity change, negative = inhibition, actives largely listed as inhibitors. 360,000 tested, 2.1% active; further: potency means the concentration at half of the fitted maximal effect; on the % scale 0 is the no-effect control and ±100 the full control effect; nearly all actives have a fitted effect of over 60% in size
#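 Nrf2 activity is the BugLite luminescence, read 15 min after reagent at room temperature, following CellTiter-Fluor cytotoxicity readout (30 min, 37C). Compound titrations were applied for 18-24 h to 5000 A549 ARE_Fluc cells/well in 5% FBS OPTI-MEM.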
# pAkt inh = inhibitors of Akt phosphorylation; Neuro2A IGF-stimulated pAkt S473 HTRF, 20 min; hits give low values; 360,000 tested, 0.32% active; activity change, % for hits at 50 µM; AID 651550; in the data active means activity change below about -80%; inconclusive means mostly about -51% to -80%; further: on the % scale 0 is the no-effect control and ±100 the full control effect
#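 Neuro2A cells (4,500/well, DMEM with 0.5% FBS) were treated with compound at a single 50 µM final concentration, stimulated with 6 nM IGF for 20 min at 37 °C, and lysed. Phospho-Akt Ser473 was read by HTRF as 665/615 ratio ×10^4.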
# EPAC2 antag = EPAC2 (human) antagonism; AID 720708; Q8WZA2; EPAC2 GEF exchange of Rap1B-BODIPY-GDP, fluorescence; Potency, µM (doses to about 114 µM), for the others: top-dose activity, negative = inhibition, hits mostly inhibitors; 360,000 tested, 0.18% active; further: potency means the concentration at half of the fitted maximal effect; on the % scale 0 is the no-effect control and ±100 the full control effect; nearly all actives have a fitted effect of over 45% in size; many of its hits are not listed in these tables
# TGFb SMAD3 inh = blocks TGF-b signaling. HepG2 CAGA-GFP TGF-b/SMAD3 reporter, GFP fluorescence, 18 h; TGF-beta stimulated, 500 pg/mL final. 410,000 tested, 1.2% active. Potency, µM (highest dose often 46.1 µM), inactives show top-dose activity, negative = inhibition, hits mostly inhibitors. AID 588855; further: potency means the concentration at half of the fitted maximal effect; on the % scale 0 is the no-effect control and ±100 the full control effect; nearly all actives have a fitted effect of over 65% in size
#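 Smad-responsive CAGA-GFP expression was quantified in HEPG2 cells exposed to compounds and 500 pg/mL final TGF-beta for 18 h at 37 degrees C; unstimulated wells defined full inhibition.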
# * = called active by the depositor; i = inactive; ? = inconclusive; / = no result given; & = joins results of further samples; [ ] = dose if it differs, or a comment. Unless noted, the call rests on the fitted dose curve; in most records, active means well fitted curve in the direction sought with a large enough effect; inconclusive means small, poorly fitted or top-dose-only effect, or another doubt; inactive means no such curve, though single readings can be large; an effect the other way counts as inactive or inconclusive.
# A first look, 7 compounds:
SMILES,A549 viability,CCT modulator,Nrf2 ARE act,Mm-Cpn inhibitor,EPAC2 ag,Nrf2 inh,pAkt inh,EPAC2 antag,TGFb SMAD3 inh
Cc1c(C)n2c(SCC(=O)N3CCCC3)nnc2[nH]c1=O,-7.5%,-1.3,-0.6%,-2.1%,-9.0%,3.2%,i,2.4%,4.6%
Cc1cccnc1NC(=O)Nc1cccs1,-0.6%,0.4,?,-1.6%,1.4%,4.5%,i,13.2%,-3.5%
C=CCNC(=O)c1c(CS(=O)(=O)c2ccccc2)noc1C(=O)NCc1ccccc1,-2.3%,-0.3,0.3%,0.5%,-5.8%,-16.7%,i,5.7%,1.9%
O=C(CCNc1ccc(F)c(Cl)c1)c1ccco1,4.4%,-1.2,?,0.1%,12.1%,0.5%,i,-15.5%,?
C=CCc1cc(Cl)ccc1OCCOCCN(C)C,1.8%,-4.6,2.2%,3.4%,-0.1%,7.5%,i,0.5%,-0.6%
CCOC(=O)c1cc(S(=O)(=O)N2CCN(Cc3ccccc3)CC2)cn1C,2.2%,-0.7,-0.7%,0.9%,4.5%,-12.4%,i,-15.3%,-13.3%
COC(=O)c1ccc(COn2c(=O)c(C)[n+]([O-])c3ccccc32)cc1,-14.8%,-1.5,0.0%,2.0%,5.6%,-6.8%,/,-1.7%,-8.2%

# All compounds of this part, from the start:
SMILES,A549 viability,CCT modulator,Nrf2 ARE act,Mm-Cpn inhibitor,EPAC2 ag,Nrf2 inh,pAkt inh,EPAC2 antag,TGFb SMAD3 inh
Cc1c(C)n2c(SCC(=O)N3CCCC3)nnc2[nH]c1=O,-7.5%,-1.3,-0.6%,-2.1%,-9.0%,3.2%,i,2.4%,4.6%
Cc1cccnc1NC(=O)Nc1cccs1,-0.6%,0.4,?,-1.6%,1.4%,4.5%,i,13.2%,-3.5%
C=CCNC(=O)c1c(CS(=O)(=O)c2ccccc2)noc1C(=O)NCc1ccccc1,-2.3%,-0.3,0.3%,0.5%,-5.8%,-16.7%,i,5.7%,1.9%
O=C(CCNc1ccc(F)c(Cl)c1)c1ccco1,4.4%,-1.2,?,0.1%,12.1%,0.5%,i,-15.5%,?
C=CCc1cc(Cl)ccc1OCCOCCN(C)C,1.8%,-4.6,2.2%,3.4%,-0.1%,7.5%,i,0.5%,-0.6%
CCOC(=O)c1cc(S(=O)(=O)N2CCN(Cc3ccccc3)CC2)cn1C,2.2%,-0.7,-0.7%,0.9%,4.5%,-12.4%,i,-15.3%,-13.3%
COC(=O)c1ccc(COn2c(=O)c(C)[n+]([O-])c3ccccc32)cc1,-14.8%,-1.5,0.0%,2.0%,5.6%,-6.8%,/,-1.7%,-8.2%
CCc1ccc(CN2CCC(n3nccc3NC(=O)c3cccc(F)c3)CC2)cc1,-11.9%,-0.2,3.0%,-1.1%,2.1%,13.7%,i,-21.9%,-16.4%
Cc1ccc(NC(=O)c2ccc(Cl)c(S(=O)(=O)NCC3CCCO3)c2)c(O)c1 (stereo not given),3.4%,-3.7,13.0%,1.2%,6.5%,13.8%,i,-6.8%,-17.5%
CC1=CC(=C(C#N)c2nc3ccccc3s2)C=C(C)N1c1ccc(F)cc1F,5.7%,0.5,3.2%,-0.8%,?,9.8%,i,23.0%,24.6%
Cn1nc(-c2ccc(N3CCN(CCO)CC3)c([N+](=O)[O-])c2)c2ccccc2c1=O,-4.3%,-5.5,2.3%,2.9%,7.1%,-15.2%,i,-3.5%,9.2%
COC(=O)C(NC(=O)c1ccc(C)cc1)(Nc1cccc(C)n1)C(F)(F)F (stereo not given),0.5%,0.0,0.2%,-3.5%,-3.9%,-14.7%,i,-15.2%,13.8%
Cc1cc(C)c2c(N)c(C(=O)c3ccc(Br)cc3)oc2n1,1.2%,-0.4,1.78µM*,-1.0%,1.5%,16.9%,i,6.8%,0.0%
Cc1cc(C(=O)C(C)OC(=O)c2ccc(NC(=O)CC#N)cc2)c(C)n1-c1ccc(OC(F)F)cc1 (stereo not given),1.1%,-0.2,-0.6%,-6.2%,1.5%,?,i,-18.8%,-45.5%
CCC(=O)N(CCc1ccccc1)Cc1cc2cc(C)ccc2[nH]c1=O,0.2%,1.1,-0.5%,1.1%,-1.3%,-19.4%,i,-20.6%,-6.1%
O=c1[nH]snc1N1CCOCC1,-0.9%,0.4,-0.5%,-5.0%,4.9%,0.0%,i,0.8%,5.0%
CCOC(=O)CSc1ncnc2c(C(=O)OCC)c3n(c12)CCC3,?,2.2,-0.3%,2.6%,-7.0%,6.8%,i,8.4%,-0.4%
COc1cccc(C2NC(c3cccc(OC)c3O)C(C)C(=O)C2C)c1O (stereo not given),-1.5%,1.5,-0.7%,-1.5%,-5.4%,/,i,6.9%,22.6%
COC(=O)c1c(NC(=O)/C(C#N)=C/c2ccccc2)sc2c1CCC2,-1.1%,/,-1.2%,/,/,6.9%,/,/,-15.0%
Cc1cccc(-c2c3c(=O)n(C)c(=O)n(C)c3cn2C(C)C)c1,-1.4%,1.4,2.2%,-1.5%,6.5%,/,i,-7.6%,19.1%
O=C(c1ccc(-c2ccccc2)cc1)c1ccccc1C(=O)N1CCOCC1,-14.9%,1.0,-0.2%,-0.1%,-2.6%,-14.3%,i,3.5%,-3.7%
COCCNC(=O)c1sc2nc(-c3ccccc3)cn2c1C,-2.4%,-4.0,2.9%,0.5%,1.1%,20.0%,i,-0.2%,6.4%
COc1cccc(CN2CCC(C(=O)Nc3ccc(Oc4cccnc4)cc3)CC2)c1,-6.3%,-2.7,-0.3%,1.0%,-0.4%,-13.0%,i,8.7%,?
CCOc1ccc(S(=O)(=O)n2c([N+](=O)[O-])cnc2C)c(C)c1C,-14.0%,-2.0,0.3%,-3.2%,9.2%,3.4%,i,-7.3%,-11.3%
COc1cccc(NC(=S)NC(=O)c2c(Cl)c(C)nn2C)c1,3.8%,0.8,4.8%,-8.0%,-11.3%,1.8%,i,-3.6%,-7.0%

# Next part
SMILES,A549 viability,CCT modulator,Nrf2 ARE act,Mm-Cpn inhibitor,EPAC2 ag,Nrf2 inh,pAkt inh,EPAC2 antag,TGFb SMAD3 inh
Cc1cc(OCCN2CCCC2)ccc1[N+](=O)[O-],-2.4%,-1.4,0.3%,-1.2%,6.2%,-3.2%,i,0.7%,19.5%
CCOC(=O)C1CCN(C(=O)CC(C)S(=O)(=O)c2ccc3c(c2)NC(=O)CO3)CC1 (stereo not given),-1.2%,-2.6,-0.2%,0.0%,8.6%,-0.8%,i,1.6%,-10.7%
CC1=C[C@@H](C)[C@@H](c2ccccc2)OC1=O,6.8%&0.1%,-3.5,0.8%,/,5.8%,4.4%&7.6%,i,1.0%,3.9%&7.3%
Cc1ccc(NC(=O)c2ccc3c(=O)n4c(nc3c2)CCC4)cc1F,-1.6%,0.3,8.7%,0.5%,-1.1%,14.3%,i,-10.5%,?
COC(=O)CCNC(=O)c1ccc2[nH]c(C)c(C)c2c1,3.9%,-2.7,3.0%,0.7%,6.0%,0.4%,i,7.5%,-3.7%
Cc1c(N)cccc1-n1cccc1,-0.6%,1.5,0.0%,0.7%,-7.8%,4.4%,i,1.7%,14.3%
Cc1ccc(C(=O)Cc2ccccc2)cc1,10.2%,-0.3,2.6%,/,-4.0%,?,i,-12.9%,0.0%
O=S(=O)(/N=C(/Nc1ccccc1)c1ccccc1O)c1ccccc1,12.6%,-3.1,0.5%,-1.7%,8.2%,-1.7%,i,0.4%,-1.2%
CCOc1ccc(CNC(=O)C2CCN(C(=O)c3ccc(-n4ccc5ccccc54)s3)CC2)cc1,2.6%,/,4.7%,/,/,?,/,/,-27.4%
CC(NC(=O)CNC(=O)OCc1ccccc1)C(=O)N1CC(O)CC1C(=O)OCc1ccccc1 (stereo not given),5.7%,-2.5,-1.1%,-1.1%,13.3%,/,i,-3.9%,-6.6%
CCN(C[C@H]1N[C@@](CC)(C(=O)OC)[C@H]2C(=O)N(C)C(=O)[C@@H]12)C(=O)Nc1ccc(Cl)cc1,0.9%,-5.3,3.3%,0.0%,4.6%,4.3%,i,8.0%,-15.9%
CS(=O)(=O)NCCSc1cc(C(F)(F)F)nc2ccccc12,1.8%,-2.3,0.0%,-4.4%,10.3%,-26.0%,i,-4.8%,4.7%
CC(C)(C)C1=C(C#N)C(c2cc3c(cc2Br)OCO3)C(C#N)=C(N)O1 (stereo not given),-6.2%,2.1,0.7%,-0.2%,-11.3%,9.3%,i,8.0%[57.1 µM],-7.9%
COc1ccccc1NS(=O)(=O)c1ccc(/C=C/C(=O)N2CCN(C(C)=O)CC2)cc1,-3.3%,3.8,-0.1%,0.4%,5.8%,-20.6%,i,1.3%,?
CCOC(=O)N(C)c1ccc(C(O)(C(F)(F)F)C(F)(F)F)cc1,?,-1.1,3.1%,-1.0%,-11.6%,/,i,-8.7%,-0.3%
COc1ccc(N2CCN(CC(O)COCCOc3ccc(Br)cc3)CC2)cc1 (stereo not given),0.2%,-0.4,-0.5%,-0.4%,-3.9%,10.7%,i,8.7%,6.6%

# Not all compounds are listed. The share of hits here may be higher or lower than overall.
